# High-throughput results: PubChem BioAssay, several laboratories
# SV40 large T antigen = TAg ATPase/helicase activity blockers – biochemical (AID 1903); actives 0.39% (n = 310,000); inhibition, % at 20 µM; hits with a dose series show IC50 in µM; SV40 large T antigen ATPase/helicase inhibition assay; higher % means a stronger effect; in the data active = a potency from the dose series; inconclusive = inhibition mostly from about 32% at the one dose, without a potency; inactive = the rest, 99 in 100 with inhibition below about 32%; note: strong numbers were not always called active
# West Nile antiviral = inhibition of WNV-induced cytopathic effect – cell-based, CPE readout (AID 1621). actives 0.02% (n = 290,000). one-dose CPE inhibition, % at 10 µM; IC50 in µM for titrated hits. West Nile virus-infected cells, CPE inhibition; higher % means a stronger effect; in the data active = a potency from the dose series; inconclusive = CPE inhibition mostly from about 3.7% at the one dose, without a potency; inactive = the rest, 99 in 100 with CPE inhibition below about 2.2%; note: strong numbers were not always called active
# WT yeast gro inh = growth inhibition of WT yeast, mitochondrial fusion screen | inhibition, % at 10 µM | mitochondrial fusion phenotypic screen, WT strain | AID 1362 | actives 2.1% (n = 190,000); in the data active = inhibition above about 58%; tested in S. cerevisiae
# UTI89 phage lysis = protection from phage-mediated lysis, alamar blue read-out – E. coli UTI89, K1F phage, bacterial capsule biogenesis inhibitors (AID 488966); inhibition, % at 100 µM, or IC50 in µM where a hit was titrated; E. coli UTI89 K1F phage lysis, alamar blue, 2 h; higher % means a stronger effect; actives 0.02% (n = 340,000);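 active = phage lysis inhibition, versus mean bacterial control, above a set limit; inconclusive = no clear call, values can overlap the other calls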;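 note: capsule biogenesis inhibitors block K1F phage lysis so surviving cells raise fluorescence; higher fluorescence means more inhibition of phage lysis; actives were called in the ten point dose series up to 300 µM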
# Dengue-2 NS5 capping = Dengue-2 NS5 methyltransferase inhibitors, primary screen, biochemical, confirmation dose response (AID 588689). Dengue-2 NS5 methyltransferase capping enzyme assay, biochemical; higher % means a stronger effect. inhibition, % at 25 µM, or IC50 in µM where a hit was titrated. actives 0.3% (n = 340,000); in the data active = a potency from the dose series; inconclusive = inhibition above about 29% without an active follow-up result
# XIAP antagonists = XIAP antagonists, biochemical, IAP family, fluorescence polarization (AID 1018); displacement, % at 20 µM; hits with a dose series show IC50 in µM; XIAP BIR domain, fluorescence polarization peptide displacement; higher % means a stronger effect; actives 0.007% (n = 200,000); in the data active = displacement above about 50%; note: a part of the inactive calls stands beside numbers as strong as those of hits
# RSV antiviral HEp-2 = inhibition of RSV-induced cytopathic effect – HEp-2 cells, primary 10 µM value included (AID 2391); HEp-2 cells, RSV-induced CPE inhibition; higher % means a stronger effect; one-dose CPE inhibition, % at 10 µM; IC50 in µM for titrated hits; actives 0.13% (n = 310,000); in the data active = a potency from the dose series; inconclusive = CPE inhibition mostly from about 23% at the one dose, without a potency; inactive = the rest, 99 in 100 with CPE inhibition below about 21%; note: strong numbers were not always called active
# CSM14.1 death rescue = protection against thapsigargin-triggered cell killing – 384-well, CSM14.1, ATP luminescence, primary screen (AID 1222). CSM14.1 thapsigargin-induced death rescue, ATP luminescence; higher % means a stronger effect. 190,000 tested, under 10 active. cellular ATP content (survival), % at 20 µM, or EC50 in µM where a hit was titrated;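 active = EC50 below 50 µM in the dose-response confirmation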;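 note: death triggered by thapsigargin at about 15 µM added after 2 h compound pretreatment; cell ATP read after overnight thapsigargin exposure of roughly 18 to 22 hours; normalized against plate controls of thapsigargin alone and 5% DMSO vehicle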
# Yfh1-off respiration = enhancers of respiration in Yfh1-depleted yeast, dose response, Friedreich's ataxia, plus single-dose screen (AID 1465); actives 0.074% (n = 220,000); fold induction at 50 µM; hits with a dose series show EC50 in µM; S. cerevisiae Yfh1-off respiration, WST-1 reduction, 72 h; higher fold induction means a stronger effect;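 active = fold induction of absorbance versus untreated yeast above a set limit, then at least 30% activation at any dose in follow-up; inconclusive = repeats straddling the limit, or above it without dose testing; inactive = fold induction below the set limit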;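 note: activators that raise dye reduction in frataxin-depleted yeast; strong numbers were not always called active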
# WT yeast gro inh mutant strain = further read-out of WT yeast gro inh, marked with its call; inhibition, %; mitochondrial fusion phenotypic screen, mutant strain inhibition
# Starred values were filed as active, the others as inactive; i = inactive; ? = inconclusive; . = not tested or not shown; & = joins results of further samples; [ ] = another dose, or the depositor's remark.
SMILES,SV40 large T antigen,West Nile antiviral,WT yeast gro inh,WT yeast gro inh mutant strain,UTI89 phage lysis,Dengue-2 NS5 capping,XIAP antagonists,RSV antiviral HEp-2,CSM14.1 death rescue,Yfh1-off respiration
CCOC(=O)COc1cc(OCC(=O)OCC)c2c3c(c(=O)oc2c1)CCCC3,4.2%,-0.1%,.,.,-2.0%[50 µM],-8.2%,.,1.4%,.,.
COc1ccc(C(=O)Nc2nc3nccc(-c4ccccc4)n3n2)cc1,-1.3%,-0.4%,-8.5,-1.7,11.6%,-1.5%,4.8%,2.5%,-1.6%,i
COc1ccc(C(CC(=O)N2CCCC2)C(C)C)cc1 (stereo unspecified),21.4%,-0.6%,.,.,0.3%,-8.5%,.,0.9%,.,.
CCOc1ccc(NC(=O)CS(=O)(=O)c2cn(CC)c3ccccc23)cc1,1.0%,0.0%,15.0,7.3,-2.6%,-1.4%,3.2%,2.3%,.,i
CCOc1ccccc1NC(=O)Cc1c(F)cccc1Cl,11.7%,-0.9%,5.2,-3.9,1.7%[50 µM],7.2%,-8.4%,0.1%,-1.6%,i
CCN1CCN(CC(O)COCC2COc3ccccc3O2)CC1 (stereo unspecified),6.2%,0.2%,-11.6,7.9,0.6%,-1.5%,-13.3%,-1.2%,-0.4%,i
Cc1cc(=O)oc2cc(OCCCN3C(=O)c4ccccc4C3=O)ccc12,16.8%,-0.5%,-3.0,10.1,1.4%,-2.2%,-4.2%,0.1%,1.4%,i
COC(=O)[C@@]12CCCN1[C@H](c1ccc(-c3ccc(OC)cc3)cc1)[C@@H]1C(=O)N(C)C(=O)[C@@H]12,-3.7%,.,.,.,1.2%,-3.6%,.,-0.8%,.,.
COc1cccc(N2CC(O)Cn3c2nc2c3c(=O)n(CCCc3ccccc3)c(=O)n2C)c1 (stereo unspecified),5.5%,-0.5%,0.6,10.8,-0.2%,0.5%,-3.5%,1.6%,-0.4%,i
CN(C)S(=O)(=O)n1cnc(-c2ccccc2)c1-c1ccccc1,-1.8%,0.5%,-6.8,-27.4,-0.2%,4.1%,-3.7%,0.4%,.,i
COc1ccccc1N1C(=S)N=C(Nc2c(C)cccc2C)C12CCCC2,5.2%,-0.7%,.,.,-0.3%,3.1%,.,1.5%,.,i
Cc1cc(NC(=O)COC(=O)C2COc3ccccc3O2)no1 (stereo unspecified),17.9%,-0.1%,-13.8,-7.2,-0.2%,-8.8%,-6.4%,1.6%,-2.3%,i
O=C1NC2(CCCCC2)C(=O)N1Cc1ccc([N+](=O)[O-])cc1,11.3%,-0.1%,5.2,21.3,2.9%,-3.6%,0.4%,1.1%,-2.0%,i
CC(=O)Nc1nc(C)c(-c2nc3ccc([N+](=O)[O-])cc3[nH]2)s1,9.2%,-0.2%,.,.,-0.2%,-2.0%,.,0.4%,.,.
C/C(=N\NC(=O)CNc1cccc2ccccc12)c1ccc(Br)s1,2.0%,-0.5%,2.1,-3.1,0.0%,74.2%,-4.5%,1.3%,-1.1%,i
CCOC(=O)C(=CNCC(=O)O)C(=O)OCC,-3.9%,0.3%,-6.3,12.7,0.4%,-9.0%,0.2%,1.2%,4.6%,i
CCOC(=O)Cc1c(C)nc2c(-c3ccccc3)c(-c3ccccc3)[nH]n2c1=O,9.7%,1.1%,-1.4,-6.2,-2.0%,-0.7%,-5.3%,5.7%,-1.5%,i
CCOC(=O)c1ccc(C(=O)OCC)nc1,-1.5%,-0.1%,-14.3,-4.8,0.5%,-4.9%,-6.6%,2.5%,-2.5%,i
Cc1occc1C(=O)N1CCN(c2ccccc2)CC1,6.5%,0.2%,-15.6,13.0,1.1%,-0.6%,-6.1%,0.8%,-2.0%,i
CNC(=O)c1c(NC(=O)c2cccc(N3C(=O)CCC3=O)c2)sc2c1CCCC2,15.7%,0.2%,.,.,1.4%,-16.5%,.,3.8%,.,i
N#Cc1c(/N=C/c2cccs2)sc2c1CCCCC2,20.8%,0.6%,10.1,5.7,0.8%,-8.6%,-3.6%,3.4%,-4.6%,i
COc1cc(C(=O)NCC(c2cccs2)N(C)C)cc(Cl)c1OC(C)C (stereo unspecified),6.4%,-0.6%,10.0,-2.4,8.3%,-4.3%,-11.2%,1.5%,-2.4%,i
Nc1nonc1-c1nc2ccccc2n1CC(=O)N/N=C/c1ccc(-c2cccc(C(=O)O)c2)o1,17.9%,0.9%,-40.4,9.5,-0.3%,.,-44.4%,.,0.0%,i
CC(c1ccccc1)c1nnc(NC(=O)Nc2ccccc2F)s1 (stereo unspecified),7.0%,-0.8%,.,.,1.0%[50 µM],-0.7%,.,14.7%,.,.
CC(C(=O)NC(=O)NCc1ccccc1)N1C(=O)c2ccccc2C1=O (stereo unspecified),11.2%,0.5%,11.5,10.6,0.5%,4.0%,-5.1%,2.1%,.,i
# Further compounds follow:
SMILES,SV40 large T antigen,West Nile antiviral,WT yeast gro inh,WT yeast gro inh mutant strain,UTI89 phage lysis,Dengue-2 NS5 capping,XIAP antagonists,RSV antiviral HEp-2,CSM14.1 death rescue,Yfh1-off respiration
CC1(C)CC(=O)C2=C(C1)N(Cc1ccco1)C(=O)C2(O)C(F)(F)F (stereo unspecified),18.3%,0.5%,-1.2,-10.4,-0.2%,-0.7%,-0.9%,0.1%,0.5%,i
COC(=O)c1ccc(S(=O)(=O)NCCSc2nnc3c4ccccc4n(C)c3n2)cc1,11.7%,-0.7%,-6.8,-26.6,0.6%,-5.5%,-3.4%,6.4%,-0.6%,i
CCCNC(=S)NC1CC2CCCC(C1)N2CC(C)C (stereo unspecified),4.0%,0.0%,5.3,-2.9,2.6%,3.4%,-12.0%,0.8%,0.1%,i
CCN(CC)C(=O)c1sc2nc(Cc3ccccc3)[nH]c(=O)c2c1C,-7.5%,-0.3%,4.4,0.9,-1.2%,2.2%,-3.2%,6.3%,2.4%,i
CCCCNS(=O)(=O)c1ccc2nc(-c3cccnc3)cc(C(=O)NCCCOCC)c2c1,8.2%,-0.3%,-14.2,15.0,.,.,-5.4%,1.4%,.,i
O=C(NCc1ccon1)C1CCC(=O)N(Cc2cccc(C(F)(F)F)c2)C1 (stereo unspecified),.,0.0%,.,.,-0.1%,-3.5%,.,1.6%,.,.
Nc1nc(Cl)cc(NCCc2ccc(O)cc2)n1,34.7%,-0.8%,-14.5,10.7,0.1%,-10.0%,-2.6%,?,2.2%,i
CCc1nnc(SCC(=O)Nc2nnc(C)s2)n1CC1CCCO1 (stereo unspecified),2.4%,-0.1%,.,.,0.1%,1.0%,.,0.8%,.,.
CN1CCN(C2=Nc3cc(Cl)ccc3Nc3ccccc32)CC1,7.1%&3.0%,3.2%,1.6,-1.8,5.3%,-3.7%,-8.1%,-3.2%,-1.0%,i
CCOC(=O)C1CCN(Cc2nnc(-c3cccc(Br)c3)o2)CC1,24.9%,0.1%,.,.,-0.6%,-6.8%,.,0.9%,.,.
CCCCCC(=O)N1CC2(CC)CN(C(=O)CCCCC)CC(CC)(C1)C2=O,16.4%,-0.2%,.,.,0.4%,-0.8%,.,-2.7%,.,i
N#CC1=C(N)Oc2cc(N)ccc2C1c1ccsc1 (stereo unspecified),-1.3%,-0.5%,7.0,9.6,1.2%,-3.6%,-3.2%,0.6%,-1.8%,i
CCNS(=O)(=O)c1ccc(CCC(=O)Nc2cc(Cl)ccc2Oc2ccccc2)cc1,6.5%,2.5%,29.6,8.3,-0.5%[50 µM],-4.7%,-5.2%,5.8%,-4.8%,i
CC(C)CC(C(=O)Nc1ccc2c(c1)OCCO2)N1C(=O)c2ccccc2C1=O (stereo unspecified),11.9%,-0.1%,6.1,-9.6,0.3%,.,-3.9%,0.3%,-0.7%,i
CNC(=O)c1c(NC(=O)c2ccc(N3C(=O)CCC3=O)cc2)sc2c1CCCC2,10.7%,0.1%,-0.6,-2.2,4.3%,-4.1%,-6.3%,0.4%,-0.8%,i
Cc1cc(N)n(-c2ccc(S(=O)(=O)c3ccc(C(C)C)cc3)cc2)n1,2.7%,-1.5%,-17.9,-63.9,-0.9%,-3.6%,-7.2%,15.9%,-0.6%,i
Cc1ccc(C(=O)N2CCN(c3ccccn3)CC2)cc1,-0.7%,0.6%,-6.5,5.0,0.5%,-8.3%,-5.3%,0.7%,-0.9%,i
COc1cc(/C=C/C(=O)OCC(=O)Nc2cccc(Oc3ccccc3)c2)ccc1O,3.6%,-0.8%,68.3*,29.0*,-1.6%[50 µM],1.9%,-1.9%,4.3%,-0.8%,i
COc1cc([N+](=O)[O-])ccc1N1C(=O)C2C3C=CC(C4CC34)C2C1=O (stereo unspecified),-3.3%,-0.6%,6.1,12.0,-0.8%,1.4%,-4.8%,-0.8%,.,i
Cc1ccc(NC(=O)C2CC(=O)N(c3ccc4c(c3)OCCO4)C2)cc1S(=O)(=O)N1CCCCCC1 (stereo unspecified),7.6%,.,.,.,1.1%[50 µM],0.7%,.,17.6%,.,.
COc1ccccc1CCc1nnc(CCC(=O)N(C)Cc2cccc3ncccc23)o1,10.9%,-1.2%,6.5,13.6,-3.0%,-11.1%,-2.1%,?,4.0%,i
CCCCNC(=O)CSc1nnc(Cc2ccccc2)n1CC1CCCO1 (stereo unspecified),3.4%,-0.5%,-8.6,-22.9,-0.8%,-10.3%,-4.7%,-1.4%,-0.7%,i
CCCN(CCC)C(=O)c1cc2c(=O)[nH]c3ccc(C)cc3c2s1,12.3%,-0.5%,19.4,-1.4,-0.8%,-11.6%,-1.9%,8.4%,2.4%,i
CN1CCN(C(=O)C2CCCN(S(=O)(=O)c3ccccc3)C2)CC1 (stereo unspecified),7.3%,0.5%,.,.,1.0%,-11.0%,.,0.1%,.,.
Cc1ccc(CNC(=O)CCNC(=O)Cn2ccc3ccccc3c2=O)cc1,4.5%,0.0%,-8.8,0.8,2.0%,-5.9%,0.6%,1.1%,0.5%,i
COCC(=O)Nc1nc(-c2ccc([N+](=O)[O-])cc2)cs1,7.7%,-0.2%,0.5,6.6,-0.2%,1.6%,-8.3%,4.2%,3.3%,i
S=C(NCc1cccc(Cl)c1)NCc1ccco1,8.4%,-0.3%,.,.,0.6%[50 µM],3.9%,.,0.0%,.,.
Cc1ccc(NC(=O)Nc2ccccc2)c(Br)c1,8.4%,0.1%,5.5,22.9,1.6%[50 µM],-5.2%,-8.9%,1.8%,-2.2%,i
